BioA inh = BioA (M. tuberculosis) enzyme inhibition; purified M. tuberculosis BioA enzyme, plate reader; inhibition, % at 9.99 µM; hit rate 0.096% among 360,000; in the data active = inhibition above about 40%
An asterisk follows results filed as active. Only part of the results is shown, so the mix of outcomes need not match the whole.

SMILES | BioA inh
O=C1C2C=C(Br)[C@H](C[C@@H]2OCCCCCCO)[C@@]12CO2 | 0.6
N#C[C@H]1N[C@@H](CO)[C@H]1c1ccc(C2=CCCC2)cc1 | -2.5
O=C(N[C@H]1CC[C@@H](CCn2cc(C3CC3)nn2)O[C@@H]1CO)c1cccnc1 | 2.0
CC(C)C#Cc1ccc2c(c1)O[C@@H](CN(C)C(=O)C1CC1)[C@H](C)CN([C@@H](C)CO)S2(=O)=O | -1.8
CC(=O)N(C)C[C@@H]1Oc2ncc(C#Cc3ccccc3)cc2C(=O)N([C@@H](C)CO)C[C@H]1C | 0.7
N#C[C@@H]1[C@@H](c2ccccc2)[C@H](CO)N1C(=O)c1ccccc1F | -1.3
C[C@H]1CCCCO[C@H](CN(C)S(=O)(=O)c2cn(C)cn2)[C@@H](C)CN([C@@H](C)CO)C(=O)c2cc(NS(=O)(=O)c3cccs3)ccc2O1 | 2.3
COc1ccc(NC(=O)N2CC[C@@H]3[C@H]2c2cc(-c4cccc(C(=O)N(C)C)c4)ccc2N(C)[C@H]3CO)cc1 | 4.5
C[C@@H]1CN([C@@H](C)CO)C(=O)Cc2cc(NS(=O)(=O)c3ccc(Cl)cc3)ccc2O[C@H]1CN(C)C(=O)Nc1ccc(F)cc1 | 0.1
O=C(C[C@H]1CC[C@@H]2[C@H](COC[C@@H](O)CN2C(=O)c2ccccc2F)O1)N1CCN(c2ccccc2)CC1 | -1.0
COCC(=O)N(C)C[C@@H]1Oc2ncc(-c3ccc(C)cc3)cc2C(=O)N([C@@H](C)CO)C[C@H]1C | -1.9
O=C(C[C@@H]1CC[C@H]2[C@@H](COC[C@@H](O)CN2CC2CC2)O1)NCC1CC1 | 0.0
COc1ccc(S(=O)(=O)Nc2ccc3c(c2)C(=O)N([C@@H](C)CO)C[C@@H](C)[C@@H](CN(C)S(=O)(=O)c2ccc(C)cc2)O3)cc1 | -0.5
Cc1noc(C)c1NC(=O)N(C)C[C@H]1Oc2ccc(NC(=O)NC3CCCCC3)cc2C(=O)N([C@@H](C)CO)C[C@H]1C | 0.3
CN1C(=O)c2cc(NC(=O)C3CC3)ccc2OC[C@H]2O[C@@H](CC(=O)NCC3CCCCC3)CC[C@@H]21 | -0.9
CC(C)NC(=O)Nc1ccc2c(c1)C(=O)N([C@@H](C)CO)C[C@H](C)[C@@H](CN(C)C(=O)Nc1ccccc1)OCCCC[C@H](C)O2 | 1.6
O=C(C[C@H]1C[C@@H]2c3cc(NC(=O)Nc4ccccc4F)ccc3O[C@@H]2[C@H](CO)O1)NC1CCCCC1 | -2.6
O=C(Cc1ccncc1)NCC[C@@H]1CC[C@H](NC(=O)C2CC2)[C@H](CO)O1 | 2.4
CO[C@H]1CN(C)C(=O)c2cc(NC(=O)C3CCC3)ccc2OC[C@@H](C)NC[C@@H]1C | -4.3
C[C@@H]1CN([C@@H](C)CO)C(=O)c2cccc(NC(=O)c3ccc(-c4nccs4)cc3)c2O[C@@H]1CN(C)Cc1ccc(C(F)(F)F)cc1 | -0.3
Cc1ccc(S(=O)(=O)N[C@H]2CC[C@H](CCn3cc(C(C)C)nn3)O[C@@H]2CO)cc1 | -3.0
Cc1noc(C)c1NC(=O)Nc1ccc2c(c1)C(=O)N([C@@H](C)CO)C[C@H](C)[C@H](CN(C)C(=O)NC1CCCCC1)OCCCC[C@H](C)O2 | -1.7
C[C@H]1CN([C@@H](C)CO)C(=O)Cc2cc(NC(=O)CCN3CCOCC3)ccc2O[C@@H]1CN(C)Cc1ccc(C(=O)O)cc1 | 0.4
O=C(N[C@@H]1CC[C@@H](CCNC(=O)C2CC2)O[C@H]1CO)c1ccccn1 | 2.5
COc1ccc(S(=O)(=O)Nc2ccc3c(c2)C(=O)N([C@H](C)CO)C[C@H](C)[C@@H](CN(C)S(=O)(=O)c2ccc(F)cc2)OCCCC[C@@H](C)O3)cc1 | -1.3
CO[C@H]1CN(C)C(=O)c2cc(NS(=O)(=O)CC(F)(F)F)ccc2OC[C@H](C)N(C(=O)NC(C)C)C[C@H]1C | -0.5
C[C@H]1CN([C@@H](C)CO)C(=O)c2cccc(NC(=O)c3nc4ccccc4s3)c2O[C@H]1CN(C)S(C)(=O)=O | -2.8
CO[C@@H]1CN(C)C(=O)c2cc(NS(=O)(=O)c3cccc(Cl)c3)ccc2OC[C@H](C)NC[C@H]1C | -2.8
COc1cccc(NC(=O)N2C[C@@H](O)COC[C@@H]3O[C@@H](CC(=O)NC4Cc5ccccc5C4)CC[C@H]32)c1 | 1.4
C[C@@H]1CN([C@@H](C)CO)S(=O)(=O)c2ccc(-c3ccccc3)cc2O[C@@H]1CN(C)C(=O)c1ccc2c(c1)OCO2 | -0.4
O=C(Nc1ccccc1F)N1CCCCN2[C@H](C1)[C@@H](c1ccc(C3=CCCC3)cc1)[C@@H]2CO | 6.5
Cc1noc(C)c1NC(=O)Nc1ccc2c(c1)C(=O)N([C@@H](C)CO)C[C@@H](C)[C@H](CN(C)C(=O)Nc1cccc3ccccc13)OCCCC[C@@H](C)O2 | -1.0
C[C@@H](O)C#Cc1ccc2c(c1)O[C@@H](CN(C)Cc1ccccn1)[C@@H](C)CN([C@@H](C)CO)S2(=O)=O | 2.7
O=C(O)C[C@H]1C[C@@H]2c3cc(NC(=O)C4CCOCC4)ccc3O[C@@H]2[C@@H](CO)O1 | -1.1
C[C@H](CO)N1C[C@H](C)[C@H](CN(C)Cc2ccccn2)Oc2cc(-c3cccc(C#N)c3)ccc2S1(=O)=O | 0.5
O=C(C[C@H]1CC[C@@H]2NC[C@@H](O)COC[C@H]2O1)Nc1ccc(-c2ccccc2)cc1 | -0.8
Cc1nn(C)cc1NC(=O)C[C@H]1CC[C@H]2[C@H](COc3ccc(NC(=O)NC(C)C)cc3C(=O)N2C)O1 | 1.2
Cc1noc(C)c1NC(=O)N(C)C[C@H]1Oc2ccc(NC(=O)CCC(F)(F)F)cc2C(=O)N([C@@H](C)CO)C[C@@H]1C | -1.6
Cc1noc(C)c1NC(=O)N(C)C[C@H]1OCCCC[C@H](C)Oc2ccc(NC(=O)Nc3ccc(C(F)(F)F)cc3)cc2C(=O)N([C@H](C)CO)C[C@@H]1C | -1.6
C[C@@H]1CCCCO[C@@H](CN(C)C(=O)Nc2ccc3c(c2)OCO3)[C@H](C)CN([C@@H](C)CO)C(=O)c2cc(NC(=O)CCCN(C)C)ccc2O1 | 1.0
CC(C)NC(=O)Nc1ccc2c(c1)C(=O)N([C@H](C)CO)C[C@H](C)[C@H](CN(C)Cc1ccc(C(F)(F)F)cc1)OCCCC[C@@H](C)O2 | -0.8
C[C@H]1CCCCO[C@H](CN(C)Cc2ccccc2)[C@@H](C)CN([C@@H](C)CO)C(=O)c2cc(NS(=O)(=O)c3cccs3)ccc2O1 | 1.3
Cc1noc(C)c1NC(=O)Nc1ccc2c(c1)C(=O)N([C@@H](C)CO)C[C@H](C)[C@H](CN(C)CC1CCCCC1)OCCCC[C@@H](C)O2 | -1.5
CN(C)C(=O)[C@@H]1[C@@H](CO)[C@@H]2Cn3c(ccc(-c4ccncc4)c3=O)[C@H]1N2CC1CCCC1 | -1.3
COc1ccc(NC(=O)Nc2ccc3c(c2)CC(=O)N([C@@H](C)CO)C[C@@H](C)[C@H](CN(C)Cc2ccc(-c4ccccc4)cc2)O3)cc1 | -3.5
C[C@@H]1CCCCO[C@@H](CN(C)Cc2ccc3c(c2)OCO3)[C@H](C)CN([C@H](C)CO)C(=O)c2cc(NC(=O)CCC(F)(F)F)ccc2O1 | 0.9
CCCC#Cc1cnc2c(c1)C(=O)N([C@H](C)CO)C[C@@H](C)[C@H](CN(C)C(=O)c1cccnc1)O2 | -1.6
CO[C@@H]1CN(C)C(=O)c2ccc(NS(=O)(=O)c3cccc(Cl)c3)cc2OC[C@H](C)NC[C@H]1C | -4.4
O=C(C[C@H]1C[C@@H]2c3cc(NC(=O)NC4CCCC4)ccc3O[C@@H]2[C@H](CO)O1)NCc1cccc(F)c1 | -2.4
COCCNC(=O)C[C@H]1C[C@@H]2c3cc(NC(=O)CC4CC4)ccc3O[C@@H]2[C@H](CO)O1 | -0.4
O=C(C[C@H]1C[C@H]2c3cc(NC(=O)Nc4ccc(C(F)(F)F)cc4)ccc3O[C@H]2[C@@H](CO)O1)NCc1ccccn1 | 0.6
C[C@@H]1CN([C@@H](C)CO)C(=O)c2cc(-c3cccc(F)c3)cnc2O[C@H]1CN(C)CC1CCOCC1 | 0.8
CC=Cc1ccc2n(c1=O)C[C@H]1[C@H](CO)[C@@H](C(=O)O)[C@@H]2N1S(=O)(=O)c1ccccc1F (mixture of isomers) | -2.1
O=C(C[C@@H]1CC[C@@H]2[C@H](COC[C@H](O)CN2Cc2cccc(-c3ccncc3)c2)O1)N1CCOCC1 | 0.4
Cc1ccc(S(=O)(=O)N(C)C[C@H]2OCCCC[C@@H](C)Oc3ccc(NS(=O)(=O)c4cccs4)cc3C(=O)N([C@H](C)CO)C[C@@H]2C)cc1 | -0.1
O=C(C[C@H]1CC[C@H]2[C@@H](COC[C@H](O)CN2C(=O)Nc2ccc(Cl)cc2)O1)N1CCCCC1 | 1.2
CCCNC(=O)C[C@H]1CC[C@@H]2[C@H](COC[C@H](O)CN2Cc2cccc(F)c2)O1 | -1.2
O=C(Nc1ccc(F)cc1)N1C[C@H]2[C@@H](c3ccccc31)[C@H](CO)N2C(=O)Cc1ccccc1 | 1.4
COc1ccc(NC(=O)N(C)C[C@@H]2OCCCC[C@@H](C)Oc3ccc(NC(=O)C4CCCCC4)cc3C(=O)N([C@H](C)CO)C[C@H]2C)cc1 | -2.5
O=C(C[C@H]1CC[C@H](NC(=O)Nc2ccc(C(F)(F)F)cc2)[C@H](CO)O1)NCc1ccccn1 | -0.9

(listing goes on)
SMILES | BioA inh
C[C@@H]1CN([C@H](C)CO)C(=O)c2cc(NC(=O)c3ccncc3)ccc2O[C@@H](C)CCCCO[C@@H]1CN(C)S(=O)(=O)c1ccc(Cl)cc1 | 0.9
Cc1ccc(S(=O)(=O)N(C)C[C@@H]2OCCCC[C@H](C)Oc3ccc(NC(=O)NC(C)C)cc3C(=O)N([C@H](C)CO)C[C@@H]2C)cc1 | 0.9
COC(=O)C[C@H]1C[C@H]2c3cc(NC(=O)c4ccc5c(c4)OCO5)ccc3O[C@H]2[C@@H](CO)O1 | 2.6
CC(C)NC(=O)Nc1ccc2c(c1)C(=O)N([C@H](C)CO)C[C@H](C)[C@H](CN(C)C(=O)Nc1cccc3ccccc13)O2 | 1.5
CC(C)NC(=O)N(C)C[C@H]1OCCCC[C@@H](C)Oc2ccc(NS(=O)(=O)c3ccccc3)cc2C(=O)N([C@H](C)CO)C[C@@H]1C | -0.6
C[C@H](CO)N1C[C@H](C)[C@@H](CN(C)S(=O)(=O)c2cn(C)cn2)Oc2ncc(C#CCN(C)C)cc2C1=O | -0.2
CCCC(=O)Nc1ccc2c(c1)C(=O)N(C)C[C@H](OC)[C@H](C)CN(CC1CCCC1)[C@H](C)CO2 | -0.5
O=C(c1ccncc1)N1CCCCN2[C@H](C1)[C@@H](c1ccc(C#Cc3ccccn3)cc1)[C@@H]2CO | 3.2
CCC(=O)N1[C@@H](CO)[C@@H]2c3ccccc3N(C(=O)c3cnccn3)C[C@@H]21 | -0.7
CNC[C@H]1Oc2ccc(N(C)C)cc2C(=O)N([C@H](C)CO)C[C@H]1C | -0.6
CCCNC(=O)Nc1ccc2c(c1)C(=O)N(C)C[C@@H](OC)[C@H](C)CN(Cc1cccnc1)[C@@H](C)CO2 | -4.8
CC(C)NC(=O)N(C)C[C@@H]1Oc2c(NC(=O)C3CCCCC3)cccc2C(=O)N([C@@H](C)CO)C[C@@H]1C | -2.1
CCCN(C)C[C@H]1Oc2cc(-c3cccnc3)ccc2S(=O)(=O)N([C@H](C)CO)C[C@H]1C | -0.8
C[C@H]1CN([C@@H](C)CO)C(=O)c2cccc(NC(=O)c3ccc(-c4nccs4)cc3)c2O[C@@H]1CN(C)S(=O)(=O)c1ccccc1 | 1.7
CCCNC(=O)Nc1ccc2c(c1)C(=O)N(C)C[C@H](OC)[C@@H](C)CN(C(=O)CC)[C@@H](C)CO2 | -3.8
C[C@H](CO)N1C[C@H](C)[C@H](CN(C)C(=O)c2ccc(F)cc2)Oc2ncc(Br)cc2C1=O | 3.2
CO[C@H]1CN(C)C(=O)c2cc(NC(=O)C3CC3)ccc2OC[C@@H](C)N(Cc2cccnc2)C[C@@H]1C | 3.2
C/C=C/c1ccc2c(c1)O[C@@H](CN(C)C(=O)Cc1ccccn1)[C@@H](C)CN([C@@H](C)CO)S2(=O)=O | 17.6
C[C@H]1CN([C@@H](C)CO)C(=O)c2cc(C#Cc3cccnc3)cnc2O[C@@H]1CN(C)S(C)(=O)=O | 24.5

Of the compounds above, these contain a CF3 group.
SMILES | BioA inh
C[C@@H]1CN([C@@H](C)CO)C(=O)c2cccc(NC(=O)c3ccc(-c4nccs4)cc3)c2O[C@@H]1CN(C)Cc1ccc(C(F)(F)F)cc1 | -0.3
CO[C@H]1CN(C)C(=O)c2cc(NS(=O)(=O)CC(F)(F)F)ccc2OC[C@H](C)N(C(=O)NC(C)C)C[C@H]1C | -0.5
Cc1noc(C)c1NC(=O)N(C)C[C@H]1Oc2ccc(NC(=O)CCC(F)(F)F)cc2C(=O)N([C@@H](C)CO)C[C@@H]1C | -1.6
Cc1noc(C)c1NC(=O)N(C)C[C@H]1OCCCC[C@H](C)Oc2ccc(NC(=O)Nc3ccc(C(F)(F)F)cc3)cc2C(=O)N([C@H](C)CO)C[C@@H]1C | -1.6
CC(C)NC(=O)Nc1ccc2c(c1)C(=O)N([C@H](C)CO)C[C@H](C)[C@H](CN(C)Cc1ccc(C(F)(F)F)cc1)OCCCC[C@@H](C)O2 | -0.8
C[C@@H]1CCCCO[C@@H](CN(C)Cc2ccc3c(c2)OCO3)[C@H](C)CN([C@H](C)CO)C(=O)c2cc(NC(=O)CCC(F)(F)F)ccc2O1 | 0.9
O=C(C[C@H]1C[C@H]2c3cc(NC(=O)Nc4ccc(C(F)(F)F)cc4)ccc3O[C@H]2[C@@H](CO)O1)NCc1ccccn1 | 0.6
O=C(C[C@H]1CC[C@H](NC(=O)Nc2ccc(C(F)(F)F)cc2)[C@H](CO)O1)NCc1ccccn1 | -0.9

Source: PubChem (Broad Institute)
